Screening data (PubChem)
Cneo AK release = Cryptococcus neoformans lysis via adenylate kinase release | AID 651654 | lysis activity, % at 15 µM | 0.2% of 360,000 active | C. neoformans lysis, adenylate kinase release luminescence, 4 h; normalised: neutral wells 0, clomiphene wells 100;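 active = mean lysis activity across replicates of at least 80%, whatever share of replicates individually reach that level; inactive = mean lysis activity below 80%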
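Test system: log-phase Cryptococcus neoformans yeast cells. Input: 5 × 10^6 yeast cells/mL. Medium: fresh YPD growth medium. Doses: single dose. Incubation: static 4 h at 37 °C with compound, 1 h detection. Measured by: luminescent adenylate kinase detection reagent. Read-out: signal increase indicating cell lysis. Benchmarks: Clomiphene.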
LGR2 antag = blocks bursicon-induced cAMP signaling via Drosophila LGR2. AID 720647. HEK293 LGR2, CRE-luciferase, bursicon-stimulated, 4 h. inhibition, % at 9.99 µM. 0.35% of 380,000 active;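 active = drop in luminescence signal, shown as inhibition above about 50% in the replicate tests, limit read from the data, passing the limit was not always enough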;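 also: agonist challenge used bursicon conditioned medium at about half maximal strength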
Statin myotox sup = protects C2C12 myotubes from simvastatin toxicity; ATP luminescence, 48 h; scaled: DMSO 0, geranylgeraniol control 100; rescue of ATP level, % at 7.49 µM; 0.78% of 330,000 active;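 active = mean ATP rescue above about 67%, or every replicate alone reaching that limit, limit read from the data, passing the limit was not always enough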;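 also: myotubes were challenged with 10 µM simvastatin during compound exposure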
ERAP1 HTS inh = blocks human ERAP1 aminopeptidase activity | inhibition, % at 10.7 µM | recombinant ERAP1, Leu-AMC fluorescence, 60 min | AID 652197 | 0.15% of 340,000 active | Q9NZ08;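 active = mean replicate inhibition of at least 30%, or all replicates individually reaching that 30% level; inactive = mean below 30% and not every replicate reaching it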;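 also: 0% = neutral control wells and 100% = L-leucinethiol positive control wells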
Target sequence (Q9NZ08 whole entry, looked up): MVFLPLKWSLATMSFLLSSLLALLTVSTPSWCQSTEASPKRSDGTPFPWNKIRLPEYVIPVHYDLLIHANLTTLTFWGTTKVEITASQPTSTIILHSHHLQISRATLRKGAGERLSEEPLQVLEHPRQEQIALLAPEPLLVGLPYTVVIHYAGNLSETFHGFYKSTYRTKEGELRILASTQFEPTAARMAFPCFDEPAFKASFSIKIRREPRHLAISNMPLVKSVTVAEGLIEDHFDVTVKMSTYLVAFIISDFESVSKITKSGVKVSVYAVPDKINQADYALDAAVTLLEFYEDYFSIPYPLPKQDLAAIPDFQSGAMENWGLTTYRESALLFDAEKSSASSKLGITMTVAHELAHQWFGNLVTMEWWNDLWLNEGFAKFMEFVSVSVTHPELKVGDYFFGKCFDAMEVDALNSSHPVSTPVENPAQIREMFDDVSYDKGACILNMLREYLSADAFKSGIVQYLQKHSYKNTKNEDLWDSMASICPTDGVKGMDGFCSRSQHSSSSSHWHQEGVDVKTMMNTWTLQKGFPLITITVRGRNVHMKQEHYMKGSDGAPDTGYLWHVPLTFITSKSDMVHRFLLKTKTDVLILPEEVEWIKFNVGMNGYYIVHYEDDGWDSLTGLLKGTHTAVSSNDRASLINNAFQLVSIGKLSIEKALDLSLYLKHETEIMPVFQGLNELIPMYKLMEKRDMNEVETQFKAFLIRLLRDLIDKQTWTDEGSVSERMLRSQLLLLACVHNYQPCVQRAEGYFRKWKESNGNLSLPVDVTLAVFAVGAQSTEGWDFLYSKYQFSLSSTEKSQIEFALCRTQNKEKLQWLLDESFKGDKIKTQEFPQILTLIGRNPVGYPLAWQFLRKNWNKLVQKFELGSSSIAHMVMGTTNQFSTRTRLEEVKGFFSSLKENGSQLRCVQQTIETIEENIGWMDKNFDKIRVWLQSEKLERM
SIRT5 inh = blocks human SIRT5 desuccinylation of peptide. Q9NXA8. Purified SirT5, succinyl-peptide AMC, trypsin-coupled fluorescence. inhibition, % at 15 µM. 1.1% of 330,000 active; in the data active = inhibition above about 15%
PGC1a acetyl inh = PGC1a acetylation modulation, inhibitor mode; U2OS PGC1a acetylation, AlphaScreen anti-acetyl-lysine; with virally co-expressed GCN5 acetyltransferase; AID 651687; inhibition, % at 15.6 µM; 0.17% of 350,000 active;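 active = every replicate shows inhibition of at least 40%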;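 also: 0% = neutral control wells and 100% = positive control wells; some results beyond the cut were filed as inactive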
Xi reactivation = reactivates the inactive X chromosome in mouse fibroblasts; XiGFP mouse fibroblasts, % GFP-positive cells imaging, 3 d; cells co-treated with 5-aza-dC sensitizer; scaled so ellipticine positive control = 100%; activation, % at 7.58 µM; 0.055% of 360,000 active; AID 743238;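 active = mean normalized replicate activation at least 10% and every replicate at or above 10%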;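 also: 0% = median of on-plate neutral control wells and 100% = ellipticine 6 µM median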
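Assay system: SV40-immortalized XiGFP fibroblast cells, line 68-5-11; buffer or medium: DMEM plus 5-aza-dC sensitizer; compound: one concentration, pinned; timing: compounds 3 days, fix/stain 15 min at room temperature; benchmarks: positive control ellipticine, 6 µM final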
S100A4 MyoIIA = blocks human S100A4 binding to myosin IIA peptide; S100A4/TAMRA-MyoIIA peptide fluorescence polarization; inhibition, % at 10.7 µM; 0.14% of 360,000 active;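 active = mean inhibition of at least 70% across replicates, with every replicate also reaching that level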
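Material: human S100A4 monomer with TAMRA-labelled myosin IIA peptide; buffer or medium: HEPES pH 7.2 with CaCl2, KCl, NaCl, DTT, Triton; compound dosing: one concentration per compound; schedule: 5 min incubation before reading; benchmarks: neutral control DMSO, positive control TFP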
* = called active by the depositor; . = not tested or not shown. This is a subset, so the mix of outcomes need not match the whole.

SMILES,Cneo AK release,LGR2 antag,Statin myotox sup,ERAP1 HTS inh,SIRT5 inh,PGC1a acetyl inh,Xi reactivation,S100A4 MyoIIA
O=C(O)CCCCCCCCc1cn(CC2CCCCC2)nn1,0,-1,5,-11,-3,-19,0.1,-3
Cc1ccc(C(=O)Nc2sc3c(c2C(=O)O)CCC(C)C3)o1 (centres undefined),2,-36,5,3,-1,-1,0.1,1
O=C(C[C@@H]1C[C@H]2c3cc(NC(=O)Nc4ccccc4)ccc3O[C@H]2[C@@H](CO)O1)NCc1ccccc1,11,12,2,-6,2,-3,0.4,-16
O=C(CNS(=O)(=O)c1ccccc1)N1CCCC1,.,11,.,-2,-1,11,0.0,0
CS(=O)(=O)c1nc(S(=O)(=O)c2ccc(Cl)cc2)c(NCc2ccccn2)s1,.,-24,.,-3,2,.,0.0,-4
CCCCc1cc(C(=O)Cc2ccccn2)c(O)cc1O,2,13,27,2,1,-3,0.0,-11
CN1CCN(C(=O)C[C@@H]2CC[C@@H]3[C@H](COC[C@@H](O)CN3C(=O)Nc3ccc(Cl)cc3)O2)CC1,-2,-32,-18,-1,-1,-2,-0.1,11
CC1=NN(C(C#N)c2ccc([N+](=O)[O-])cc2)C(C)(C)C1 (centres undefined),.,.,.,0,-4,.,0.0,1
N#C[C@H]1[C@H](c2ccccc2)[C@H](CO)N1S(=O)(=O)c1ccc(F)cc1,-6,-6,-17,2,-3,-2,0.3,-3
O=C(C[C@@H]1C[C@@H]2c3cc(NC(=O)C4CCOCC4)ccc3O[C@@H]2[C@H](CO)O1)NCc1ccccc1,7,11,-1,0,3,-4,0.4,4
O=C(C[C@H]1C[C@H]2c3cc(NC(=O)NC4CCCC4)ccc3O[C@H]2[C@H](CO)O1)NCc1ccc(Cl)cc1,8,-5,4,-1,-1,-2,-0.1,1
CCc1cccc(NC(=O)Cc2ccc(OC)c(OC)c2)c1,.,.,.,-6,1,.,0.3,-5
COc1ccc(C(C(=O)NC(C)(C)C)N(CCc2ccc(OC)c(OC)c2)C(=O)CCC(=O)Nc2cc(C)on2)cc1 (centres undefined),0,8,2,-2,-1,.,-0.1,-2
CC1(Oc2cccc(F)c2)CCN(Cc2ccccc2OC(F)F)C1 (centres undefined),1,3,-28,-1,.,0,-0.1,2
C[C@H](CO)N1C[C@H](C)[C@H](CN(C)Cc2cccc(F)c2)OCc2ccccc2-c2c(n(C)c3ccccc23)C1=O,.,17,.,.,3,8,0.0,4
O=C(O)C1CCN(C(=O)CSc2nc3ccccc3c(=O)n2-c2ccc(Cl)cc2)CC1,0,-4,5,1,2,.,0.1,2
Cn1cnc(S(=O)(=O)N2CC[C@@H]3[C@H]2c2cc(-c4ccc(F)cc4)ccc2N[C@@H]3CO)c1,-16,-14,-4,0,-2,3,0.2,45
C/C=C/c1ccc2c(c1)O[C@@H](CN(C)C(=O)Nc1ccccc1)[C@@H](C)CN([C@H](C)CO)S2(=O)=O,-3,-2,40,0,-1,-14,-0.5,16
CCc1nc2c(OCc3ccc(Cl)cc3)cccn2c1N(C)C(=O)c1ccc2c(c1)OCO2,2,-3,-6,0,-1,17,-0.1,-37
CC(C)C(=O)Nc1nnc(SCC(=O)NC2CCCC2)s1,2,12,13,4,-1,-10,0.0,3
Cc1cccc(C)c1NC(=O)CN(C)C(=O)Cn1c(=O)cnc2ccccc21,-7,17,3,3,-2,9,0.2,-1
Cc1ccnc2nc(C(=O)Nc3ccc(S(=O)(=O)N4CCCC4)cc3)nn12,-1,16,.,.,3,10,.,-3
CC(C)NC(=O)Nc1cccc2c1O[C@H](CN(C)Cc1ccc(Oc3ccccc3)cc1)[C@@H](C)CN([C@H](C)CO)C2=O,53,0,20,-2,6,-19,-0.9,-1
COc1cc(NC(=O)CC[C@H]2O[C@@H](n3cnc4c(NC(=O)c5ccccc5)ncnc43)[C@H](O)[C@@H]2O)cc(OC)c1OC,2,15,-2,3,0,-3,0.2,-14
COc1ccc(-c2nc3c(n2O)CCC/C3=N\O)cc1,6,-17,-8,.,.,10,.,.
C[C@@H]1CN([C@H](C)CO)C(=O)c2cc(NC(=O)NC3CCCCC3)ccc2O[C@@H](C)CCCCO[C@@H]1CN(C)C(=O)Nc1ccc(F)cc1,.,-42,.,4,4,-7,0.3,14
O=C(c1cccc(F)c1)N1CCCCN2[C@H](CO)[C@H](c3ccc(-c4cccnc4)cc3)[C@@H]2C1,-4,-15,.,1,-4,12,-0.1,4
COc1ccc2nc(C)cc(Sc3nc4ccccc4s3)c2c1,-1,4,-9,1,-10,33,0.3,-6
CCS(=O)(=O)Nc1ccc2c(c1)C(=O)N(C)C[C@H](OC)[C@@H](C)CN(C(C)=O)[C@H](C)CO2,8,-12,6,4,-4,-10,0.1,-6
O=C(c1ccc2ccccc2c1)C1CCCN(C(=O)CN2C(=O)CSC2=O)C1 (centres undefined),.,-12,.,2,-2,1,0.0,0
CCCCC(=O)OCC(=O)c1cc(C)n(-c2c(C)n(C)n(-c3ccccc3)c2=O)c1C,.,21,.,-1,1,.,0.0,4
COc1ccc([C@H]2CC(=O)C=C(c3cccc(Br)c3)C2)cc1,-3,6,9,-1,.,-2,0.0,12
COc1ccc(NC(=O)CNc2ccccc2C(C)=O)cc1S(=O)(=O)N1CCOCC1,-2,9,-2,0,-4,-9,0.3,-2
CC1=C([N+](=O)[O-])C(c2ccccc2Cl)NC(=O)N1C (centres undefined),1,9,-1,8,-4,.,0.1,-2
C[C@@H]1CN([C@@H](C)CO)C(=O)Cc2cc(NC(=O)Cn3cnnn3)ccc2O[C@@H]1CN(C)CC1CCCCC1,6,-16,6,3,2,1,2.2,-5
C[C@@H]1CN([C@@H](C)CO)S(=O)(=O)c2ccc(/C=C/c3ccccc3)cc2O[C@@H]1CN(C)C(=O)c1ccc2c(c1)OCO2,13,7,17,-1,24*,-9,-0.4,1
N#Cc1ccccc1S(=O)(=O)N1CCN(CC(=O)NCC2(N3CCOCC3)CCCCC2)CC1,0,5,-11,1,0,3,0.0,-10
CO[C@H]1CN(C)C(=O)c2cc(NS(=O)(=O)c3ccc(Cl)cc3)ccc2OC[C@H](C)N(C)C[C@@H]1C,43,5,-13,2,1,-15,0.1,5
CCCN(CCC)CCNC(=O)c1cc2c(-c3ccc(Cl)cc3)nn(C)c2s1,1,-20,-10,11,-5,.,0.0,-6
COc1ccccc1C#Cc1ccc([C@@H]2[C@@H](C#N)N(C(=O)C3CC3)[C@@H]2CO)cc1,-2,-1,22,0,-1,-4,-0.1,3

Reprinted from the listing, 5 compounds:
SMILES,Cneo AK release,LGR2 antag,Statin myotox sup,ERAP1 HTS inh,SIRT5 inh,PGC1a acetyl inh,Xi reactivation,S100A4 MyoIIA
COc1ccc(NC(=O)CNc2ccccc2C(C)=O)cc1S(=O)(=O)N1CCOCC1,-2,9,-2,0,-4,-9,0.3,-2
CC1=C([N+](=O)[O-])C(c2ccccc2Cl)NC(=O)N1C (centres undefined),1,9,-1,8,-4,.,0.1,-2
C[C@@H]1CN([C@@H](C)CO)C(=O)Cc2cc(NC(=O)Cn3cnnn3)ccc2O[C@@H]1CN(C)CC1CCCCC1,6,-16,6,3,2,1,2.2,-5
C[C@@H]1CN([C@@H](C)CO)S(=O)(=O)c2ccc(/C=C/c3ccccc3)cc2O[C@@H]1CN(C)C(=O)c1ccc2c(c1)OCO2,13,7,17,-1,24*,-9,-0.4,1
N#Cc1ccccc1S(=O)(=O)N1CCN(CC(=O)NCC2(N3CCOCC3)CCCCC2)CC1,0,5,-11,1,0,3,0.0,-10

The results go on.
SMILES,Cneo AK release,LGR2 antag,Statin myotox sup,ERAP1 HTS inh,SIRT5 inh,PGC1a acetyl inh,Xi reactivation,S100A4 MyoIIA
Cc1cc(C(=O)CSc2nnnn2-c2ccccc2)c(C)n1-c1ccc2c(c1)OCO2,.,.,.,-4,0,.,0.3,3
O=C(CCCN1C(=O)c2cccc3cccc(c23)C1=O)Nc1ccon1,.,-5,.,12,-4,-6,0.0,-4
COc1ccccc1CN(CC(=O)NCC1CCCO1)C(=O)CNS(=O)(=O)c1ccc(C)cc1 (centres undefined),-2,5,2,.,.,7,.,.
C/C=C/c1ccc([C@@H]2[C@@H](CO)N3C(=O)CN(Cc4ccc(C)cc4)C[C@H]23)cc1,.,2,.,-1,3,4,0.6,-9
C[C@@H]1CCCCO[C@@H](CN(C)S(=O)(=O)c2cn(C)cn2)[C@@H](C)CN([C@@H](C)CO)C(=O)c2cc(NC(=O)c3ccccc3)ccc2O1,-1,4,.,-1,0,-14,0.0,9
Cc1ccccc1-c1nc(CS(=O)CC(=O)NC2CCCC2)c(C)o1 (centres undefined),1,22,8,-1,0,.,0.0,-3
O=C(/C=C/c1cccs1)Nc1ccc(N2CCOCC2)c(S(=O)(=O)Nc2cc(Cl)ccc2Cl)c1,1,7,.,.,.,5,0.0,.
O=C(CN1C(=O)NC2(CCCC2)C1=O)NCCC1=CCCCC1,0,8,7,.,.,18,.,.
O=C(C[C@H]1C=C[C@H](NC(=O)C2CCOCC2)[C@@H](CO)O1)NCC1CC1,4,-1,1,-1,-3,2,-0.4,11
C[C@H](CO)N1C[C@H](C)[C@H](CN(C)C(=O)NC2CCCCC2)Oc2ccc(NC(=O)c3ccncc3)cc2CC1=O,2,-12,29,-4,-8,10,-0.8,-41
C[C@H]1CN([C@@H](C)CO)C(=O)c2cccc(NS(=O)(=O)c3cn(C)cn3)c2O[C@H]1CN(C)C(=O)Nc1ccc2c(c1)OCO2,-1,-30,25,0,1,16,0.1,3
CO[C@H]1O[C@H](CO)[C@@H](OC(=O)c2ccc(Br)cc2)[C@H](OC(=O)c2cc3ccccc3[nH]2)[C@H]1OC(=O)c1cc2ccccc2[nH]1,1,.,.,1,4,-1,.,1
COc1ccc2oc(C(=O)N(C)CCOc3ccc(Cl)cc3)c(C)c2c1,0,-1,10,0,-5,.,0.1,-3
CCOC(=O)c1ccc(NC(=S)Nc2ccc(C)cc2)cc1,-1,.,-1,-4,-4,10,0.2,-19
